Compound activity (PubChem BioAssay)
TRPV1 agonist: agonists of human vanilloid receptor 1 (TRPV1) | 320,000 compounds, 0.19% hits | TRPV1-expressing cells, Fluo-8 calcium influx, agonist mode | Q8NER1 | activation, % at 8.33 µM; in the data active = activation above about 80%; inconclusive = between about 30% and that limit; note: 0% is about no effect
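TRPV1-expressing cells were cultured overnight at 35.5C and loaded with Fluo-8 calcium dye for 40 to 90 min at room temperature. After a 10 s baseline, compound was added and calcium influx was read kinetically for 3 min (ex 480/em 520 nm).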
p53 reactivation: mutant p53 re-activation in reporter cells | H1299 p53-A138V BP100-luciferase reporter, luminescence, 24 h | Potency, µM (highest dose often 92.2 µM), for the others: at the top dose activity change, positive = activation, most hits filed as activators | 320,000 compounds, 0.063% hits; note: potency is the fitted concentration of half-maximal effect; % of control where 0% means no effect; nearly all actives have a fitted effect of over 45% in size
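p53-null H1299 cells stably carrying temperature-sensitive p53-A138V and a BP100-luciferase reporter were pinned with compounds (4-point, 1:5 series) and held 24 hrs at 37 deg C. Luminescence was read 10 min after detection reagent.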
TCR activator: activates T cell receptor signaling | Potency, µM (highest dose often 9.22 µM), for the others: at the top dose activation of IL-2 secretion, actives largely listed as activators | 330,000 tested, under 10 active | primary human leukocytes, anti-CD3, IL-2 HTRF, 48 h; note: % of control where 0% means no effect
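Readout: HTRF IL-2, Eu-cryptate/d2 antibody pair, 320nm excitation, 665nm emission. Stimulus: a-CD3 beads, no co-stimulation. Cells: primary human leukocytes. Exposure: 48 hr with compound.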
B2AR arrestin: agonists driving beta-arrestin recruitment to human beta2-adrenergic receptor | P07550 | beta-arrestin recruitment to beta2AR, cell-based reporter | Potency, µM (highest dose often 46.1 µM), for the others: top-dose activation, actives largely listed as activators | 330,000 compounds, 0.02% hits;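 note: potency is the fitted concentration of half-maximal effect; 0% = DMSO controls and full agonism = EC100 isoproterenol or metaproterenol; nearly all actives have a fitted effect of over 65% in size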
AT treatment: potential ataxia-telangiectasia treatment; […] A-T fibroblasts, KAP-1 phosphorylation AlphaLISA; neocarzinostatin DNA damage 30 min before lysis; Potency, µM (highest dose often 57.5 µM), without a hit: at the top dose activation, most hits filed as activators; 320,000 compounds, 0.19% hits; note: potency is the fitted concentration of half-maximal effect; % of control where 0% means no effect; nearly all actives have a fitted effect of over 45% in size
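ATM-like activity read as KAP-1 phosphorylation via AlphaLISA donor/acceptor antibody pairs after lysis and 6 hr at 25C. Cells were ATM-null patient fibroblasts ([…], hTERT), dosed 60 min, then exposed to the DSB inducer NCS for 30 min.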
TSG101-PTAP inh: blocks PTAP/TSG101 interaction to inhibit HIV-1 budding | Fluorescence polarization, FITC-PTAP peptide / Tsg101 binding | Potency, µM (highest dose often 115 µM), inactives show at the top dose activity change, negative = inhibition, usual class: inhibitors | 340,000 tested, under 10 active; active = well fitted inhibition curve with a large enough effect in the main read-out, with a control signal flat, not every such curve was filed as active; inconclusive = small, poorly fitted or top-dose-only effect, or effect the other way, or a change in a side signal; inactive = no such curve, though single readings can be large or run the other way; note: potency is the fitted concentration of half-maximal effect; % of control where 0% means no effect
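Fluorescence anisotropy tracks displacement of a FITC-tagged PTAP peptide (50 nM) from the Tsg101 binding domain (10 uM), following a 20 min room-temperature incubation at pH 7.5.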
ELG1 repair inh: blocks ELG1-dependent DNA repair in HEK293T cells; HEK293T ELG1-luciferase reporter, luminescence, 16 h; DNA damage induced by 5-fluorouridine; Potency, µM (highest dose often 46.1 µM), for inactives: top-dose activity change, negative = inhibition, actives largely listed as inhibitors; 330,000 compounds, 2.3% hits; note: potency is the fitted concentration of half-maximal effect; % is set by controls: 0 for no effect and ±100 for the full control effect; nearly all actives have a fitted effect of over 55% in size
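Cells (2,000 per well) received 5-fluorouridine plus test compound or DMSO and were incubated 16 hr at 37 °C, 5% CO2. Luciferase activity was read by luminescence 30 min after ONE-Glo addition; signal suppression marked inhibition of damage-induced ELG1 function.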
CXXC DNA block: inhibitors of human MLL CXXC domain-DNA interaction; Q03164; AID 2662; Potency, µM (highest dose often 115 µM), for inactives: top-dose activity change, negative = inhibition, actives largely listed as inhibitors; MLL-CXXC / FITC-HOXA9 DNA fluorescence polarization; 290,000 compounds, 0.037% hits; active = well fitted inhibition curve with a large enough effect in the polarisation, with a control signal flat, not every such curve was filed as active; inconclusive = small, poorly fitted or top-dose-only effect, or effect the other way, or a change in a side signal; inactive = no such curve, though single readings can be large or run the other way; the % refers to the polarisation; note: potency is the fitted concentration of half-maximal effect
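Purified MLL-CXXC (added from a 7 uM solution) was preincubated 5 min at ambient with pinned compounds in 50 mM Tris-HCl pH 7.5, 50 mM NaCl, 1 mM DTT, 0.05% BSA. Fluorescein-labeled HOX-A9 DNA (50 nM solution) followed, 30 min, then polarization read.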
a7 integrin act: integrin-mediated muscular dystrophy alleviation activation | alpha7betagal myoblasts, beta-gal FDG fluorescence, 48 h | Potency, µM (titrated, usually from 38.3 µM), inactives show at the highest dose activation, hits mostly activators | 350,000 compounds, 0.064% hits;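 note: potency is the fitted concentration of half-maximal effect; 100% = response of the positive control SU9516; nearly all actives have a fitted effect of over 60% in size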
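Alpha7betagal+/- myoblasts (passage 13) were plated 16-24 hr, then exposed to compounds (1:260 dilution of DMSO stock) for 48 hours at 37C. After MPER lysis, β-galactosidase reporter activity was read as FDG fluorescence (ex 480/em 540) after 30 minutes.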
BRCA1 expr act: activators of BRCA1 expression; 380,000 compounds, 1.1% hits; Potency, µM (series often up to 46.1 µM), without a hit: at the highest dose activation, most hits filed as activators; AID 624202; MCF7-BRCA1-FFLuc reporter, luminescence, 48 h; response scale: scaled: vehicle 0%, 10 µM genistein 100%; note: potency is the fitted concentration of half-maximal effect; nearly all actives have a fitted effect of over 80% in size; some results filed as inactive show a strong effect at the top dose
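Using MCF7 cells harboring a BRCA1 firefly luciferase reporter, plated 2 h before compound pinning, the screen measured luminescence after 48 h incubation. Responses were normalized to DMSO and 10 microM genistein, then fitted for concentration-effect.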
* hit, by the source's call; ? = inconclusive; . = no result given; & = joins results of further samples; [ ] = another dose, or the depositor's remark. Unless noted, calls come from the whole dose curve; as a rule, active = well fitted curve in the direction sought with a large enough effect; inconclusive = small, poorly fitted or top-dose-only effect, or another doubt; inactive = no such curve, though single readings can be large; an effect the other way counts as inactive or inconclusive.

SMILES	TRPV1 agonist	p53 reactivation	TCR activator	B2AR arrestin	AT treatment	TSG101-PTAP inh	ELG1 repair inh	CXXC DNA block	a7 integrin act	BRCA1 expr act
CCc1ccc(NS(=O)(=O)c2ccc3c(c2)CCN3C(=O)CCC(=O)O)cc1	5	-1%	6%	-0.3%	-6%	-6%	-6%	0%	21%	0%
CCOC1=NN(c2ncc(C(F)(F)F)cc2Cl)C(=O)/C1=C/N(C)C	1	1%	-1%	-0.1%	-1%	0%	7%	-10%	34%	-10%
CC(C)(C)NC(=O)CCN(/N=C/c1ccc([N+](=O)[O-])o1)C1=NS(=O)(=O)c2ccccc21	9	24%	-1%	-0.9%	2%	-6%	?	8%	-47%[inhibitor]	-95%[inhibitor]
CCn1c(=O)c2sccc2n(Cc2cc(C(=O)OC)ccc2OC)c1=O	-5	.	.	-0.2%	-1%	-6%	8%	-6%	-5%	6%
COc1ccccc1C(=O)N/C(=C/c1ccccc1)C(=O)NC(CCSC)C(=O)O (configuration not stated)	1	2%	-12%	0.1%	3%	-1%	-6%	-2%	7%	10%
CCOC(=O)Cc1[nH]nc2c1C(c1ccoc1)C(C#N)=C(N)O2 (configuration not stated)	3	2%	4%	-0.1%	-6%	0%	18%	-3%	0%	32%
CCCCNS(=O)(=O)c1ccc(S(=O)(=O)n2cnc3ccccc32)cc1	2	3%	1%[46.1 µM]	-0.5%	.	-13%	-3%	0%	-19%	0%
S=C1NCCOCCOCCOCCN1	-1	-9%	-1%	0.5%	-4%	3%	-11%	1%	-8%	-12%
CCc1cccc(CC)c1NC(=O)COC(=O)c1cccc(S(=O)(=O)N2CCc3ccccc3C2)c1	1	2%	2%[46.1 µM]	0.1%	5%	-6%	1%	3%	-16%	10%
CC(CS(=O)(=O)c1ccc2c(c1)NC(=O)CS2)C(=O)N1CCN(c2cccc(Cl)c2)CC1 (configuration not stated)	2	1%	-1%	0.1%	-2%	-1%	?	23%	-9%	-27%
CSC1=NC(NCCCO)c2c(sc3c2CC(C)(C)OC3)N1 (configuration not stated)	13	-2%	.	-0.5%	5%	0%	21µM*	-5%	-1%	-6%
C/C(=N\NS(=O)(=O)c1ccccc1)c1ccc2c(c1)OCO2	-1	24%	-3%	-0.2%	29%	-2%	0%	3%	4%	75%
C=CCCCCCCCCc1nc(=S)[nH][nH]1	17	0%	-1%	-0.1%	2%	-5%	-7%	-4%	-12%	-34%
O=C(CSc1n[nH]c(=O)[nH]c1=O)NC1CC1	1	0%	1%	0.4%	1%	-5%	-1%	-3%	0%	3%
CCN(CC)S(=O)(=O)c1cc(NC(=O)CNc2c(C)n(C)n(-c3ccccc3)c2=O)ccc1C	-1	0%	2%	0.3%	-6%	0%	-9%	-2%	7%	9%
COc1ccc(C2C3=C(CC(C)(C)CC3=O)Oc3ncn(Cc4ccco4)c(=N)c32)cc1 (configuration not stated)	-5	-14%	0%	-0.1%	3%	-7%	-18%	12%	-15%	-37%
Cc1c(NC(=O)c2cc(=O)[nH]c3ccccc23)c(=O)n(-c2ccccc2)n1C	1	-1%	0%	-0.4%	0%	-6%	7%	-14%	16%	6%
CC(=O)Nc1ccc2nc(SCC(=O)N3CCOCC3)sc2c1	1	-2%	9%	0.2%	3%	-3%	5%	0%	2%	87%
N#Cc1nc(-c2ccccc2Cl)oc1NCc1ccco1	?	-1%	-4%	0.3%	10%	-7%	11%	-9%	6%	25%
Cc1c(NC(=O)c2ccco2)cccc1C(=O)NN1C(=O)c2ccccc2C1=O	-1	1%	-260%	-0.2%	-4%	-6%	20%	1%	-9%	13%
CCN(CC)CCN1CNC(=S)N(c2ccccc2OC)C1	1	3%	-3%	-1.0%	-1%	-2%	1%	6%	12%	2%
CCOC(=O)CCC(=O)N1CCNC(=O)C1	3	9%	-3%	-0.2%	5%	2%	17%	8%	-4%	2%
CCOC(=O)C(=O)/C(=C\N(C)C)c1onc(-c2c(Cl)cccc2Cl)c1C(=O)OC	.	10%	-10%	-0.1%	-5%	-2%	-3%	8%	?	5%
CC1CC(C)CN(CCCNC(=O)Cn2ncc3c([nH]c4ccccc43)c2=O)C1 (configuration not stated)	-5	-2%	0%	0.5%	5%	4%	?	-8%	23%	-8%
Cc1cccc(NC(=O)c2cccnc2)c1C	0	.	20%	-0.7%	-7%	-2%	13%	1%	-6%	10%

Next part, overlapping the part above by four compounds.
SMILES	TRPV1 agonist	p53 reactivation	TCR activator	B2AR arrestin	AT treatment	TSG101-PTAP inh	ELG1 repair inh	CXXC DNA block	a7 integrin act	BRCA1 expr act
CCOC(=O)CCC(=O)N1CCNC(=O)C1	3	9%	-3%	-0.2%	5%	2%	17%	8%	-4%	2%
CCOC(=O)C(=O)/C(=C\N(C)C)c1onc(-c2c(Cl)cccc2Cl)c1C(=O)OC	.	10%	-10%	-0.1%	-5%	-2%	-3%	8%	?	5%
CC1CC(C)CN(CCCNC(=O)Cn2ncc3c([nH]c4ccccc43)c2=O)C1 (configuration not stated)	-5	-2%	0%	0.5%	5%	4%	?	-8%	23%	-8%
Cc1cccc(NC(=O)c2cccnc2)c1C	0	.	20%	-0.7%	-7%	-2%	13%	1%	-6%	10%
Cc1cccc(-n2c(N)c(-c3nc4ccccc4n3C)c3nc4ccccc4nc32)c1	7	0%	1%[46.1 µM]	1.0%	18%	-4%	1.8µM*	-6%	-15%	-5%
C#CCN1C(=O)C2(OCCO2)c2ccccc21	0	15%	4%	0.4%	3%	0%	-5%	-15%	36%	35%
C/C(=N\NC(=O)c1nonc1N)c1cccs1	-4	?	2%[46.1 µM]	-0.3%	2%	1%	?	-5%	-6%	39%
CCCc1[nH][nH]c(=O)c1C(c1ccc(Br)cc1)C(C#N)C#N (configuration not stated)	0	-4%	-7%	0.0%	15%	-13%	19%	-6%	-25%	-26%
Cc1oc2ccc(NS(=O)(=O)c3ccc(F)cc3)cc2c1C(=O)O	3	4%	-3%	-0.3%	-5%	-1%	-2%	-7%	3%	-7%&-4%
C=CCn1cc(C(=O)N2CCc3ccccc3C2)c(=O)c2cc(S(=O)(=O)N(CC)CC)ccc21	9	-21%	-2%[46.1 µM]	0.5%	-2%	0%	?	-5%	?	-33%
O=c1oc2ccccc2c(Nc2cccc3ccccc23)c1[N+](=O)[O-]	1	5%	2%	0.2%	-2%	-14%	-8%	-28%	-1%	-73%
CN(Cc1ccccc1)S(=O)(=O)c1ccc2c(c1)n(C)c(=O)n2C	-1	-23%	6%	-0.2%	-1%	-3%	-10%	-3%	5%	-25%
CCCn1cnc2c(SCc3ccccc3F)nc(N)nc21	.	.	1%	.	.	-7%	.	.	7%	10µM*
O=C1OC(c2ccccc2)=N/C1=C\N1CCCCC1	?	20%	1%	-0.1%	5%	-9%	?	4%	20%	7.9µM*
O=C(CSc1nc2ccccc2c(=O)n1-c1ccccc1F)N1CCOCC1	.	-8%	1%[46.1 µM]	-0.2%	8%	26%	2%	.	-18%	-6%
O=C(O)CCCCOn1ccnc1	4	0%	-5%	-0.1%	2%	-2%	20%	5%	-6%	-4%
Cc1cc(C(=O)OC(C)C(=O)Nc2cccc(Cl)c2)on1 (configuration not stated)	7	-8%	3%	-0.3%	6%	-5%	12%	.	-13%	-15%
CCOC(=O)c1c(-c2ccccc2)[nH]c2ccc(O)cc12	23	2%	-1%	-0.2%	-7%	1%	-15%	18%	-24%	-27%
CC12CCC(C(=O)N(c3ccccn3)c3ccccn3)(OC1=O)C2(C)C (configuration not stated)	1	-5%	2%	-0.1%	2%	3%	-1%	-2%	2%	7%
CCOC(=O)c1c(-c2cccs2)csc1NC(=O)c1ccco1	5	14%	0%[46.1 µM]	-0.4%	4%	-6%	17%	1%	1%	-3%
Cc1ccc2cc(CN(Cc3nnnn3Cc3ccco3)CC3CCCO3)c(=O)[nH]c2c1C (configuration not stated)	1	-14%	-2%	0.7%	1%	-3%	?	-9%	-15%	-35%
COc1ccc2[nH]c(=O)c(C3c4cc(OC)c(OC)cc4CCN3C(=O)c3ccco3)cc2c1 (configuration not stated)	1	-5%	0%	0.1%	7%	0%	-7%	?	0%	-31%
CCN(C1CCS(=O)(=O)C1)S(=O)(=O)c1cc(C)ccc1C (configuration not stated)	-2	0%	1%	-3.2%	9%	-1%	9%	.	12%	-3%
Cc1ccc(/C=N/Nc2ccc(Cl)c(C(=O)O)c2)s1	-1	?	2%[46.1 µM]	-1.1%	-3%	0%	?	4%	0%	?
COc1ccc(-c2ocnc2C(=O)N2CCN(Cc3cccnc3)CC2)cc1	1	0%	-2%	-0.5%	1%	-4%	-11%	-13%	-17%	0%
COc1ccc(-n2c(SC(C)C(=O)Nc3ncc(Cl)cc3Cl)nc3ccccc32)cc1 (configuration not stated)	-5	2%	-4%	-0.2%	-2%	1%	13%	17%	8%	-41%
